Source: PubChem BioAssay
Giardia FBPA inh – qHTS Assay for Inhibitors of Fructose-1,6-bisphosphate Aldolase from Giardia Lamblia; AID 2451, 2010; Potency, µM (top dose mostly 59.6 µM), for the others: top-dose activity, negative = inhibition, hits mostly inhibitors; 0.71% of 290,000 active; purified Giardia FBPA; further: potency means the concentration at half of the fitted maximal effect; nearly all actives have a fitted effect of over 55% in size
Target sequence (A8B2U2 whole entry, looked up): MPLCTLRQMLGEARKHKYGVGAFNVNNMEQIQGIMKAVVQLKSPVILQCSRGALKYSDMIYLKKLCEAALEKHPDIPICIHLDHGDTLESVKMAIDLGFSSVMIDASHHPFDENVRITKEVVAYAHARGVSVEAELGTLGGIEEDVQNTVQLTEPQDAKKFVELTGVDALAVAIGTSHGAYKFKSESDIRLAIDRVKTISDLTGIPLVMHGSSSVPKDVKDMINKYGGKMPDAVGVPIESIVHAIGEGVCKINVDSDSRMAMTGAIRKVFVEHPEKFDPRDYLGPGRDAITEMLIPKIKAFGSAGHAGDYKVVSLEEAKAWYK
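Giardia FBPA (40 nM reagent) was preincubated 10 min at RT with compound (up to 57.5 uM final), then substrate plus GAPDH/TPI/NAD/arsenate coupling system with diaphorase/resazurin was added; resorufin fluorescence (525/598 nm) was read after 20 min.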
AmpC no deterg – qHTS Inhibitors of AmpC Beta-Lactamase (assay without detergent) | 0.52% of 330,000 active | Potency, µM (top dose mostly 57.1 µM), for inactives: at the top dose activity change, negative = inhibition, usual class: inhibitors | P00811 | AmpC nitrocefin hydrolysis, absorbance 480 nm, 0.0001% Triton | AID 485341, 2010;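 further: potency means the concentration at half of the fitted maximal effect; plate controls were no compound for no effect and no enzyme for full effect; nearly all actives have a fitted effect of over 20% in size; some results filed as inactive show a strong effect at the top dose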
Target sequence (P00811 whole entry, looked up): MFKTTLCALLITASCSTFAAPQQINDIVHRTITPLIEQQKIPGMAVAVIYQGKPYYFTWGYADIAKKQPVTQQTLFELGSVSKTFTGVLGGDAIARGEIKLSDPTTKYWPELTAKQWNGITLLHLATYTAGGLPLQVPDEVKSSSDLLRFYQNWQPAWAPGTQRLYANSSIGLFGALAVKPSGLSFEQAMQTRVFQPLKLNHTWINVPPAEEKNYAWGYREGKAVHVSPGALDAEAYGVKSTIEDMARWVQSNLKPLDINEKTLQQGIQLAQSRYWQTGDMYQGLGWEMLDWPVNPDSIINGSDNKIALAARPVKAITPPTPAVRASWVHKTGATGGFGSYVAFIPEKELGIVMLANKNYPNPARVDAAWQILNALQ
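AmpC (5.3 nM in the dispensed reagent) in 20 mM phosphate pH 7.0 with 0.01% (detergent screen) or 0.0001% Triton X-100 was preincubated with compounds for 15 min at room temperature. Nitrocefin was then added from an 800 uM solution, and hydrolysis was followed at 480 nm.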
Sm TGR inh – qHTS Assay for the Inhibitors of Schistosoma Mansoni Peroxiredoxins | purified TGR, DTNB reduction, TNB absorbance 405 nm | Potency, µM (titrated, usually from 114 µM), for inactives: top-dose activity change, negative = inhibition, usual class: inhibitors | 3% of 360,000 active; further: potency means the concentration at half of the fitted maximal effect; nearly all actives have a fitted effect of over 60% in size
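Kinetic colorimetric format: TGR-catalysed, NADPH-driven DTNB reduction monitored via TNB absorbance. Enzyme dispensed at 20 nM; compound exposure 15 min at room temperature before reaction start.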
HCMV inh – qHTS Assay for inhibitors of the human cytomegalovirus (HCMV). HFF cells, HCMV-luciferase reporter, 72 h; active compounds read low. activity change, negative = inhibition, % at 57.5 µM. 4.5% of 410,000 active. AID 1259415, 2018; in the data active means activity change below about -60%; inconclusive means no clear call, values can overlap the other calls; inactive means above about -39%
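Inhibition of viral replication was scored as loss of reporter luminescence in HFFs infected with HCMV-luciferase (MOI 1 PFU/cell) for 72 h; compounds tested at 2 doses, normalized to buffer and Salinomycin controls.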
HCV inh – qHTS Assay for Inhibitors of Hepatitis C Virus (HCV). Huh7.5.1 HCVcc-Cre infection, luciferase reporter, 44 h. Potency, µM (doses to about 41.8 µM), inactives show at the top dose activity change, negative = inhibition, actives largely listed as inhibitors. 3.4% of 340,000 active. AID 651820, 2012; further: potency means the concentration at half of the fitted maximal effect
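HCVcc-Cre virus at an moi near 0.5 was added right after compound to cells cultured 4 h from seeding (1,000 cells/well). Luciferase activity was determined 44 h later, 15 min after substrate addition at RT.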
AmpC inh detg – qHTS Inhibitors of AmpC Beta-Lactamase (assay with detergent); P00811; AmpC hydrolysis of nitrocefin, absorbance 480 nm, 0.01% Triton; Potency, µM (doses to about 114 µM), inactives show at the highest dose activity change, negative = inhibition, most hits filed as inhibitors; 0.041% of 370,000 active; AID 485294, 2010;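 further: potency means the concentration at half of the fitted maximal effect; 0% = no-compound wells and -100% = no-enzyme wells; nearly all actives have a fitted effect of over 25% in size; some results filed as inactive show a strong effect at the top dose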
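20 mM phosphate pH 7.0 + 0.01% (detergent screen) or 0.0001% Triton X-100; 5.3 nM AmpC reagent; cpd preinc 15 min RT; nitrocefin (800 uM stock) to start; A480 q20 s × 4 min; Activity was normalised to no-enzyme and no-compound control wells.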
* = called active by the depositor; ? = inconclusive; . = no result given; & = joins results of further samples; [ ] = remark or other dose. Unless noted, the call rests on the fitted dose curve; in most records, active means well fitted curve in the direction sought with a large enough effect; inconclusive means small, poorly fitted or top-dose-only effect, or another doubt; inactive means no such curve, though single readings can be large; an effect the other way counts as inactive or inconclusive. Unless noted, on the % scale 0 is the no-effect control and ±100 the full control effect.

1. O=C(Cn1cnc2ccccc2c1=O)NCCC(=O)Nc1ccccc1C(F)(F)F
2. COCCCn1c(=S)[nH]c2sc3c(c2c1=O)CCCC3
3. COc1ccc(NC(=O)C2OC3OC(C)(C)OC3C3OC(C)(C)OC23)cc1 (stereo not drawn)
4. COc1ccc(N2CCN(C(=O)c3ccccc3N(C)S(=O)(=O)c3ccccc3)CC2)cc1
5. CCc1ccc(NC(=O)CSC2=Nc3ccccc3C3=NC(CC(=O)NCc4ccccc4)C(=O)N23)cc1 (stereo not drawn)
6. Cc1ccc(C(=O)c2oc3ccccc3c2NC(=O)Cc2coc3ccc(C)cc23)cc1
7. C=CCOc1ccc(/C=C/C(=O)OCC(=O)NCc2cccc(OC)c2)cc1
8. CC1CN(c2nnnn2-c2ccccc2)CC(C)O1 (stereo not drawn)

Screen / compound no.	1	2	3	4	5	6	7	8
Giardia FBPA inh	2%	16%	3%	.	.	.	.	6%
AmpC no deterg	-9%	-30%	-26%	165%[activator]	.	.	-17%	-5%
Sm TGR inh	-5%	-2%	8%	-27%	-9%	-1%	-4%	1%
HCMV inh	-16	-34	8	-12	36	0	39	-30
HCV inh	-6%	1%	2%	12%	.	.	21%	10%
AmpC inh detg	-12%	-1%	0%	3%	-8%	14%	4%	-15%

In a second layout: entries from further up
Values run as follows: Giardia FBPA inh	AmpC no deterg	Sm TGR inh	HCMV inh	HCV inh	AmpC inh detg
#7 C=CCOc1ccc(/C=C/C(=O)OCC(=O)NCc2cccc(OC)c2)cc1
    .	-17%	-4%	39	21%	4%
#4 COc1ccc(N2CCN(C(=O)c3ccccc3N(C)S(=O)(=O)c3ccccc3)CC2)cc1
    .	165%[activator]	-27%	-12	12%	3%
#1 O=C(Cn1cnc2ccccc2c1=O)NCCC(=O)Nc1ccccc1C(F)(F)F
    2%	-9%	-5%	-16	-6%	-12%
#3 COc1ccc(NC(=O)C2OC3OC(C)(C)OC3C3OC(C)(C)OC23)cc1 (stereo not drawn)
    3%	-26%	8%	8	2%	0%

(list continues)
9. COc1ccc(Oc2nc(-c3ccncc3)nc3ccccc23)cc1
10. CCCC(=O)Nc1sc(C)c(C)c1C#N
11. COC(=O)C1CCN(C(=O)COC(=O)C2CCN(S(=O)(=O)c3c(Cl)cccc3Cl)CC2)CC1
12. Cn1c(=O)c2c(nc(Sc3nc4ccccc4n3CC(=O)N3CCCCC3)n2C)n(C)c1=O
13. COc1ccc(OC)c(N(CC(=O)NCCSC2CCCCC2)S(=O)(=O)c2ccccc2)c1
14. Cc1cccc(NC(=O)CN(CC2CCCO2)C(=O)c2oc3ccc(F)cc3c2C)c1C (stereo not drawn)
15. CC(C)NC(=O)NC(=O)CSc1nnc(-c2ccccc2F)n1N
16. COc1ccc(C(=O)NCCn2cc(SCc3cc(C)ccc3C)c3ccccc32)cc1

Screen / compound no.	9	10	11	12	13	14	15	16
Giardia FBPA inh	-1%	-4%	.	-8%	.	.	4%	.
AmpC no deterg	-15%	-9%	118%[activator]	1%	26%	103%[activator]	-31%[11.4 µM]	.
Sm TGR inh	-2%	.	-7%	0%	-1%	-4%	2%	15%
HCMV inh	18	-4	4	-63*	-9	28	-23	-33
HCV inh	?	-7%	17%	-1%	-22%	?	13%	.
AmpC inh detg	5%	3%	-15%	-10%	1%	?	?	14%

17. Nc1c(-c2ccccc2)c(CN2CCOCC2)nn1-c1ccc(C(=O)O)cc1
18. CC1CN(C(=O)/C=C/c2ccc3c(c2)OCO3)CC(C)O1 (stereo not drawn)
19. C=C(C)Cn1c(C2CC(=O)N(Cc3ccccc3)C2)nc2ccccc21 (stereo not drawn)
20. COc1ccc2[nH]cc(C(=O)CN3CCN(C4CCCCC4)CC3)c2c1
21. COc1ccc2cc(-c3cc(C(=O)OCC(=O)NC4CCS(=O)(=O)C4)c4ccccc4n3)ccc2c1 (stereo not drawn)
22. CC(=O)c1cccc(NC(=O)c2ccc(Cl)c(S(=O)(=O)N3CCOCC3)c2)c1
23. CN(C)c1nc(OCCNC(=O)Nc2ccccc2)nc(N2CCCCC2)n1
24. OC1(c2cccnc2)CCN(Cc2nnnn2C2CCCCC2)CC1

Screen / compound no.	17	18	19	20	21	22	23	24
Giardia FBPA inh	-6%	-7%	8%	5%	-2%	.	9%	-26%
AmpC no deterg	-27%	-10%	56%	-11%	-43%	.	34%	-10%
Sm TGR inh	-7%	1%	2%	-16%	-8%	0%	12%	4%
HCMV inh	-24	-1	6	?	66	48	-28	-29
HCV inh	14%	1%	?	0%	?	.	11µM*	-4%
AmpC inh detg	-3%	1%	?	-14%	-7%	9%	4%	-13%

25. Cc1ccc(Nc2nc(C)cc(C)c2C(N)=O)cc1
26. O=C(NC1CCCC1)C(c1ccc(O)cc1)N(CC1CCCO1)C(=O)C1COc2ccccc2O1 (stereo not drawn)
27. Cc1sc2nc(SCC(=O)Nc3ccccc3F)[nH]c(=O)c2c1C
28. COc1ccc(S(=O)(=O)N2CCC(C(=O)NCc3ccncc3)CC2)cc1
29. CCN(CC)S(=O)(=O)c1ccc(-c2nnc(SCc3nnc(-c4ccc(C)cc4)o3)n2CC)cc1
30. Cc1ccc(NCc2ccccc2-c2nnc(-c3ccccc3Cl)o2)c(C)c1
31. Cc1ccc(-n2nc(C)c3c(C)cc(=O)n(CC(=O)Nc4cccc(C)c4C)c32)cc1
32. CCCCCCc1ccc(N2C[C@H](C)[C@@H](CC(=O)NCc3ccccc3)C2=O)cc1

Screen / compound no.	25	26	27	28	29	30	31	32
Giardia FBPA inh	3%	-4%	.	.	6%	.	.	3%
AmpC no deterg	-14%	-19%	-17%	-5%	-1%	.	.	-4%
Sm TGR inh	11%	1%	5%	-17%	38%[activator]	-3%	1%	14%
HCMV inh	7	-22	-36	-26	?	4	0	-9
HCV inh	21%	-7%	17%	-3%	19%	.	.	6%
AmpC inh detg	?	-13%	0%	2%	-7%	-1%	-2%	-11%

33. COc1cccc(Cn2ncc3c4sc(Br)cc4n(C)c3c2=O)c1
34. CSc1ccc(NC(=O)C2CCN(c3ncccn3)CC2)cc1
35. CN(C)C(CNC(=S)Nc1ccccc1)c1cccnc1 (stereo not drawn)
36. CN(Cc1ccccc1)c1ccc(C(CC(N)=O)NC(=O)Cc2ccc(Br)cc2)cc1[N+](=O)[O-] (stereo not drawn)
37. Cc1ccc2oc(=O)cc(CN3CCN(C/C=C/c4ccccc4)CC3)c2c1
38. CCCCc1ccc(-c2ccc(C)cc2O)nc1
39. CCN(C(=O)COC(=O)Cc1c[nH]c2ccccc12)c1c(N)n(Cc2ccccc2)c(=O)[nH]c1=O
40. COc1ccc(C(C)=O)cc1COC(=O)CNC(=O)c1ccccc1F

Screen / compound no.	33	34	35	36	37	38	39	40
Giardia FBPA inh	.	.	0%	6%	-8%	9%	.	4%
AmpC no deterg	-12%	.	-13%	0%	17%	-21%	-6%	-17%
Sm TGR inh	-1%	3%	0%	5%	-28%	3%[11.4 µM]	-13%	8.9µM*
HCMV inh	.	0	-29	-26	19	21	12	38
HCV inh	.	.	-2%	?	10µM*	6%	-1%	-11%
AmpC inh detg	?	28%	-9%	3%	6%	-14%	-10%	-6%

41. Cc1ccc(N(C(=O)CNC(=O)c2ccco2)C(C(=O)NC2CCCC2)c2ccncc2)cc1C (stereo not drawn)
42. O=C(O)CNC(=O)c1ccc(N2CCOCC2)cc1[N+](=O)[O-]
43. COc1cccc(NC(=O)COC(=O)CCC(=O)c2cccs2)c1
44. COC(=O)c1ccc2oc(=O)c(S(=O)(=O)c3ccc(C)cc3)cc2c1
45. COc1cc(C(=O)NCc2nnc(SCC(=O)N3CCC(C)CC3)o2)cc(OC)c1OC
46. Cc1noc(C)c1NC(=O)N(C)C[C@@H]1Oc2ccc(NC(=O)Cc3cn(C)c4ccccc34)cc2CC(=O)N([C@H](C)CO)C[C@@H]1C
47. O=C(NCC(c1cccnc1)N1CCN(c2ccc(F)cc2)CC1)c1ccc(F)cc1 (stereo not drawn)
48. CCOc1ccc2nc(NC(=O)CSC3=NCCS3)sc2c1

Screen / compound no.	41	42	43	44	45	46	47	48
Giardia FBPA inh	0%	2%	.	.	3%	.	-4%	-6%
AmpC no deterg	-11%	-14%	-18%	.	-7%	311%[activator]	63%[activator]	-19%
Sm TGR inh	2%	5%	-16%	-4%	-2%	.	?	-21%
HCMV inh	-67*	9	-5	18	41	?	?	-34
HCV inh	21%	19%	14%	.	10%&-1%	-6%	0%&-25%	8.9µM*
AmpC inh detg	?	?	-15%	-3%	-5%	.	9%	?

49. O=C(CSC1=N/C(=C/c2ccc(Cl)c(Cl)c2)C(=O)N1c1ccccc1F)NC1CC1
50. CC(C)C(=O)Nc1ccc2nn(-c3ccc(F)cc3)nc2c1
51. CCCC[N+]1(C)[C@@H]2CC(OC(=O)[C@H](CO)c3ccccc3)C[C@H]1[C@@H]1O[C@@H]12 (stereo partly drawn)
52. CCSc1nnc(CNc2ccc(F)cc2)n1CC1CCCO1 (stereo not drawn)
53. O=C(Nc1ccccc1Br)C1CC(=O)N(c2ccc3c(c2)OCCO3)C1 (stereo not drawn)
54. O=C(NC(=S)Nc1cccc2ncccc12)c1ccco1
55. C=CCn1c(CSCc2ccccc2)nnc1SCC(=O)N1CCN(c2ccccc2)CC1
56. COc1ccc(C2c3ccc4ccccc4c3Oc3ncn(CCO)c(=N)c32)cc1 (stereo not drawn)

Screen / compound no.	49	50	51	52	53	54	55	56
Giardia FBPA inh	2%	10%	7%	2%	.	?	-27%	7%
AmpC no deterg	-35%	-15%	-1%	4%	-27%	-14%	67%[activator]	51%
Sm TGR inh	3%	-9%	-6%	-2%	1%	14µM*	?	-14%
HCMV inh	?	.	?	12	-22	-29	?	.
HCV inh	-15%	-24%	-4%	8%	11%	6%	?	?
AmpC inh detg	2%	-12%	-7%	-17%	0%	5%	?	-3%

57. O=C(C1CCN(C2CCN(Cc3ccsc3)CC2)CC1)N1CCOCC1
58. CCOC(=O)c1ccc(NC(=S)NC2CCCC2)cc1
59. Oc1ccc(Cl)cc1CNCc1ccc(F)cc1
60. CC(C)c1ccc(/C=N/Nc2cc(N3CCOCC3)nc(N3CCOCC3)n2)cc1
61. COc1ccccc1-c1nn2c(=O)cc(C)nc2s1
62. Cc1ccccc1OCC(=O)N1CCC2(CC1)CC(=O)c1ccccc1O2

Screen / compound no.	57	58	59	60	61	62
Giardia FBPA inh	.	0%	.	-3%	0%	.
AmpC no deterg	-18%	13%[2.29 µM]	-13%	65%[activator]	-12%	66%[activator]
Sm TGR inh	6%	-27%	-7%	3%	-11%	-1%
HCMV inh	4	?	-18	-38	72	27
HCV inh	?	-20%	14%	?	2%	-8%
AmpC inh detg	0%	-12%	-2%	?	1%	?
